AddAB inh – less growth of phage-infected E. coli with AddAB. hit rate 0.29% among 330,000. AID 435030. E. coli expressing H. pylori AddAB, absorbance growth. inhibition, % at 11.9 µM; in the data active means inhibition above about 12%;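 further: 0% = vehicle wells of infected cells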
PKA-R1A act – activates the PKA-R1A holoenzyme complex; P00514+P68181; PKA-R1A dissociation, Cy5-IP20 fluorescence polarization; scaled: DMSO 0%, 113 µM cGMP 100%; activation, % at 11.4 µM; hit rate 0.083% among 340,000; AID 504707;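 active means percent activation above the mean of all tested compounds plus 3 SD, cut at about 19% in these data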;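 further: higher means more PKAc released from R1A so a rise in polarization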
HTR5A inv ag – HTR5A inverse agonism, opioid heterodimer counter-screen | P47898 | HTR5A cell line, luminescence | inhibition, % at 9.3 µM | hit rate 0.083% among 340,000 | AID 504634; in the data active means inhibition mostly above about 23%, no sharp cut-off; inactive means mostly below about 18%;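 further: 0% = cells with DMSO and 100% = no-cell wells with DMSO; some compounds called inactive have numbers as strong as hits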
Target sequence (P47898 whole entry, looked up): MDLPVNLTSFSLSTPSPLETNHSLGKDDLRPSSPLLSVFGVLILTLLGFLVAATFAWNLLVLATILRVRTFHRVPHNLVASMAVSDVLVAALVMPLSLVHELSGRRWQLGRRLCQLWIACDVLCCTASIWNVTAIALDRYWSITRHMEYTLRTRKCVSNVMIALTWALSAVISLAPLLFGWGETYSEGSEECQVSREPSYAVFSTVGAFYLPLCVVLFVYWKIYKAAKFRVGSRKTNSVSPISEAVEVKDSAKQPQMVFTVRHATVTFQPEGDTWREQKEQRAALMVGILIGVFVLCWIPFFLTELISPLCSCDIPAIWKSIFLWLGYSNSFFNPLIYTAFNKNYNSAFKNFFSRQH
E coli growth – bacterial growth inhibition, counter-screen for AddAB inhibitors. E. coli V3065 growth, OD600 absorbance, 18 h. inhibition, % at 11.9 µM. hit rate 0.27% among 330,000. AID 449728;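 active means inhibition above the campaign's mean inhibition across all tested compounds plus 3 SD, cut at about 9.9% in these data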;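 further: uninfected addAB+ strain grown without phage in ampicillin broth; 0% = DMSO wells and 100% = ciprofloxacin 0.95 µg/ml wells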
OPRM1-OPRD1 inv – inverse agonists of human mu-delta opioid receptor heterodimerization; P35372+P41143; cell-based MOR-DOR heterodimer luminescence, inverse agonism; inhibition, % at 9.3 µM; hit rate 0.21% among 340,000; AID 504357; in the data active means inhibition above about 22%, passing the limit was not always enough;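 further: 0% = cells with DMSO and 100% = wells without cells with DMSO; values of inactives mirror those of a sister screen read the other way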
PKA-R2B act – PKA-R2B complex activation | PKA-R2B holoenzyme dissociation, Cy5-IP20 fluorescence polarization; R2B truncated from residue 108, S112A mutant; 0% DMSO only, 100% 113 µM cGMP | activation, % at 11.4 µM | hit rate 0.079% among 340,000 | AID 504700;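 active means activation above a cutoff set at the mean over all compounds plus 3 SD, cut at about 18% in these data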;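 further: higher means more holoenzyme dissociation and a rise in polarization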
Target sequence (P31323 whole entry, looked up, other chains not shown, the tested form may be a part): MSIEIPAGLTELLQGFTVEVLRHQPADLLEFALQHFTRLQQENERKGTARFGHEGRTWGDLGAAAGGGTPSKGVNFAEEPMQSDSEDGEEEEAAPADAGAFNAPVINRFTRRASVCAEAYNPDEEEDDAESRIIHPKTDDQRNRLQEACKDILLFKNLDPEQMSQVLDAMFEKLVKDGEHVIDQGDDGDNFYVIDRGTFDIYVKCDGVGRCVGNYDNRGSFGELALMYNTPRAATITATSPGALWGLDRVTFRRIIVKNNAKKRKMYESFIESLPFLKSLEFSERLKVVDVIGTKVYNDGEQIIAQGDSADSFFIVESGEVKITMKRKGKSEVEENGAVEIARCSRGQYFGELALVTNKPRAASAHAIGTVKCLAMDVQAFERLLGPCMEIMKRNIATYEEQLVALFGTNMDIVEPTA
Tat export inh – inhibitors of E. coli Tat protein transport. E. coli MC4100 TorA-mCherry Tat export, fluorescence. AID 488895. inhibition, % at 10 µM. hit rate 0.036% among 340,000;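 active means mean replicate inhibition at least 50% and at least half of replicates individually reaching 50%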;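 further: exported cargo escapes ClpAP degradation while cytoplasmic cargo is degraded and loses fluorescence; 0% = median of neutral control wells and 100% = median of NaSCN control wells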
PfHsp90 set2 – reduces growth (ATP signal) of yeast expressing P. falciparum Hsp90; S. cerevisiae expressing PfHsp90, BacTiter-Glo ATP, 48 h; yeast lacking PDR1 and PDR3 efflux regulators; inhibition, % at 9.4 µM; hit rate 0.32% among 310,000; AID 504621;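 active means every replicate shows inhibition above about 80%, whatever the replicate mean, limit read from the data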;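 further: 0% = DMSO neutral controls and 100% = 20 µM radicicol positive controls; yeast relying on Plasmodium falciparum Hsp90 in place of its own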
phage Ecoli inh – E. coli growth loss with phage present | AID 651602 | hit rate 0.26% among 360,000 | inhibition, % at 11.9 µM | growth absorbance; in the data active means inhibition above about 11%
Mot1-301 SUMO – SUMOylation pathway inhibition by Mot1-301 growth rescue; S. cerevisiae Mot1-301 growth rescue, ATP luminescence, 38.5C; percent above DMSO median, 100 means doubled; growth rescue, % at 18.8 µM; hit rate 1% among 320,000; AID 2716;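 active means every valid replicate shows activation above 250% relative to neutral control wells; inactive means the rest, any valid replicate at or below 250%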;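 further: OY570 slx delta 5 strain wells were the positive control but not used for scaling; some compounds called inactive have numbers as strong as hits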
MOR-DOR ag – agonists of human mu-delta opioid receptor heterodimerization. P35372+P41143. cells, OPRM1-OPRD1 heterodimerization, luminescence. activation, % at 9.3 µM. hit rate 0.3% among 340,000; in the data active means activation above about 18%;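 further: 0% = vehicle-treated cells and 100% = reference agonist; values of inactives mirror those of a sister screen read the other way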
Numbers without * were called inactive; i = inactive; x = not tested or not shown. Outcome played no part in choosing rows; overall some 2.2% were active at least once.

Start of the data: the first 2 compounds, to show the layout:
SMILES | AddAB inh | PKA-R1A act | HTR5A inv ag | E coli growth | OPRM1-OPRD1 inv | PKA-R2B act | Tat export inh | PfHsp90 set2 | phage Ecoli inh | Mot1-301 SUMO | MOR-DOR ag
COc1cccc(CN2CCCC(C(=O)c3ccc4c(c3)OCO4)C2)c1O (stereo unspecified) | 1.5 | 5 | -12 | -1.4 | 2 | -10 | 1 | -6 | 0.6 | 448 | -0.3
CCN(CC)S(=O)(=O)c1ccc(NC(=O)C(C)N(c2ccc(OC)cc2)S(C)(=O)=O)cc1 (stereo unspecified) | -1.2 | -1 | 9 | -0.8 | -3 | 4 | -1 | 2 | 1.2 | x | 0.6

All compounds of this part, repeating the preview:
SMILES | AddAB inh | PKA-R1A act | HTR5A inv ag | E coli growth | OPRM1-OPRD1 inv | PKA-R2B act | Tat export inh | PfHsp90 set2 | phage Ecoli inh | Mot1-301 SUMO | MOR-DOR ag
COc1cccc(CN2CCCC(C(=O)c3ccc4c(c3)OCO4)C2)c1O (stereo unspecified) | 1.5 | 5 | -12 | -1.4 | 2 | -10 | 1 | -6 | 0.6 | 448 | -0.3
CCN(CC)S(=O)(=O)c1ccc(NC(=O)C(C)N(c2ccc(OC)cc2)S(C)(=O)=O)cc1 (stereo unspecified) | -1.2 | -1 | 9 | -0.8 | -3 | 4 | -1 | 2 | 1.2 | x | 0.6
O=C(Nc1ccc(N2CCN(Cc3ccccc3)CC2)cc1)c1ccccc1[N+](=O)[O-] | 2.5 | -6 | -6 | 1.8 | 12 | -6 | 0 | -8 | 7.6 | 2 | -2.5
O=C1CN(CC(=O)N2CCCCC2)c2ccccc2O1 | 0.9 | -12 | 0 | -5.8 | -12 | -4 | -2 | x | -2.9 | 1 | 2.4
Clc1nc2sccn2c1/C=N/n1cnc2ccccc21 | 1.7 | -3 | 3 | 0.7 | -8 | 4 | -5 | x | 1.1 | 33 | 1.3
CCN(C(=O)c1cc2cccc(OC)c2oc1=O)C1CCCCC1 | -1.2 | -4 | -10 | -0.9 | 8 | -9 | 9 | -14 | 1.5 | x | -1.7
COc1ccccc1OCC(=O)NCCSCc1ccc(Cl)cc1 | 1.4 | -6 | -1 | -1.2 | -5 | -7 | -7 | -2 | 3.1 | 10 | 0.9
O=C(CSc1cn(CC(=O)N2CCCC2)c2ccccc12)NCC1CCCO1 (stereo unspecified) | 2.7 | -1 | 7 | -3.7 | 2 | 12 | -4 | 6 | 0.2 | 14 | -0.5
COc1ccc(C(=O)c2c(-c3cccc(C)c3)oc3ccc(N4CCOCC4)cc23)cn1 | 2.5 | -20 | 4 | -0.2 | -6 | -15 | 2 | 0 | 0.0 | 268 | 1.0
O=C(NC(=S)Nc1ccccc1N1CCOCC1)c1sc2ccccc2c1Cl | 0.0 | -3 | -4 | -1.6 | -3 | 1 | 0 | 9 | 4.7 | 16 | 0.5
COc1ccccc1NC(=O)COc1ccc(/C=N/NS(=O)(=O)c2ccc(C)cc2)cc1 | 4.1 | -7 | -9 | 2.2 | -15 | -2 | -5 | 4 | 1.0 | 1 | 2.6
CC(C)Oc1ccc(CCNC(=O)CC2C(=O)NCCN2C)cc1 (stereo unspecified) | 0.3 | -13 | -5 | 0.4 | 5 | -12 | -6 | 7 | 1.9 | 1 | -0.9
Cc1cc(C(=O)OCC(=O)N(C)c2ccccc2)c(C)o1 | 0.2 | -6 | -5 | 0.3 | 9 | -11 | 2 | 13 | 4.9 | 23 | -2.3
COc1ccc(-c2sc3ccc(OC)cc3c2C#Cc2ccccn2)cc1 | 1.8 | -9 | -2 | 1.4 | 20 | -5 | -7 | -20 | 1.3 | -21 | -3.5
O=C(NCCCc1nc2ccccc2[nH]1)c1ccc(F)cc1 | 0.7 | -12 | 26 | -0.2 | 9 | -4 | -8 | x | 0.1 | 20 | -1.8
COc1ccccc1NS(=O)(=O)c1cc(NC(=O)CNC(=O)c2ccc(C)s2)ccc1Cl | 2.0 | -4 | 32 | 0.5 | 4 | -8 | 3 | -12 | 2.1 | -14 | -0.7
CCC(NC(=O)c1cncc(Br)c1)c1ccccc1 (stereo unspecified) | 1.8 | -4 | 12 | -2.7 | 4 | -10 | 3 | 11 | 1.2 | -3 | -0.9
COc1cc(OC)nc(Oc2ccccc2C=O)n1 | x | -5 | -15 | x | 3 | 4 | -2 | -31 | 2.0 | x | -0.6
CC(=O)Nn1c(C)nnc1-n1nc(C)cc1C | 0.3 | -8 | 11 | 2.5 | 15 | 4 | -1 | -10 | -1.3 | 10 | -2.7
Cc1nc([N+](=O)[O-])cn1CC(O)c1ccc(F)cc1 (stereo unspecified) | 2.8 | -18 | -13 | 0.2 | 22 | -4 | 3 | 4 | 1.8 | -35 | -4.4
COc1ccc(CCNC(=O)CCn2c(=O)oc3ccccc32)cc1 | 0.3 | -4 | -13 | -3.0 | 5 | 7 | 2 | 15 | 0.6 | 25 | -0.9
O=C(Nc1ccc2c(c1)OCCO2)c1c[nH]c(=O)n(-c2ccc(F)c(Cl)c2)c1=O | 0.1 | -3 | 12 | 0.8 | 4 | -15 | -1 | -3 | 2.4 | -1 | -0.7
CCCCNc1ccccc1C(=O)OCC(=O)Nc1ccc(S(N)(=O)=O)cc1 | -1.0 | -9 | 12 | -1.1 | 12 | -2 | -23 | 2 | 1.6 | x | -2.3
CC1CCC(NC(=O)CN2CCCN(Cc3ccc(F)cc3Cl)C2=O)CC1 (stereo unspecified) | 4.2 | -6 | 10 | 1.9 | 11 | 7 | -1 | 6 | 0.4 | 11 | -2.0
Cc1ccc(NC(=O)c2ccc(=O)[nH]c2)cc1S(=O)(=O)N1CCCCC1 | -0.3 | 1 | 9 | 1.6 | 11 | -10 | 14 | -8 | 1.6 | i | -2.1
COc1ccc2nc(SCC(=O)NCc3ccc(S(N)(=O)=O)cc3)[nH]c2c1 | 0.3 | -6 | 10 | -0.8 | 15 | -3 | 1 | 17 | 2.0 | 2 | -3.0
CCN1C(=O)Nc2cccc3cccc1c23 | 2.6 | -7 | 4 | 1.2 | -22 | 11 | -14 | -33 | -1.9 | -4 | 4.3
Cc1ccccc1-c1ccc(=O)n(CC(=O)Nc2ccc(-n3cnnn3)cc2)n1 | -0.3 | 12 | 2 | -0.4 | 1 | 5 | -2 | 9 | 1.5 | -15 | -0.2
COC(=O)CSc1nnc(-c2ccncc2)o1 | 2.4 | 2 | 5 | 1.2 | -4 | 1 | 2 | -17 | 0.9 | -3 | 0.9
Cc1cccc(NC2=NCC(=O)N2CCc2ccccc2)c1 | 2.2 | -1 | -5 | 1.5 | 4 | -5 | 0 | -5 | 1.7 | -7 | -0.7
CC1=C(C(=O)OC2CCCCC2)C(c2ccc(O)cc2)NC(=O)N1 (stereo unspecified) | 0.6 | -7 | -3 | -0.1 | 15 | -2 | 11 | 1 | 4.2 | -10 | -3.2
O=C(NC(=S)Nc1ccc2c(c1)OCO2)c1ccccc1 | 0.8 | 3 | 23 | 2.3 | 8 | -3 | -15 | -6 | 1.8 | 3 | -1.4
COc1cccc(-c2cc(C(=O)Nc3ccn(Cc4ccc(C)cc4)n3)no2)c1 | 0.1 | -18 | -1 | -0.8 | 8 | -8 | 2 | -2 | 2.3 | -6 | -1.4
CCOC(=O)C1CCN(C(C(=O)NC2CCCCC2)c2ccc(OC)cc2)CC1 (stereo unspecified) | 1.5 | 0 | -7 | 0.4 | 1 | -7 | -6 | -4 | 2.7 | -6 | -0.2
CC(SCc1ccccc1)C(=O)Nc1ccccc1-c1ccccc1 (stereo unspecified) | -0.3 | -2 | 9 | 0.8 | -23 | -9 | 5 | -10 | 1.2 | 11 | 4.5
CSc1nnc2c(n1)OC(c1ccc(C(=O)O)cc1)N(C(C)=O)c1ccccc1-2 (stereo unspecified) | 4.1 | 1 | 12 | -0.3 | 7 | -1 | -2 | 3 | 1.2 | 0 | -1.5
CC1(C)CC(O)CC(C)(C)N1CC(O)COCCOc1ccc(Br)cc1 (stereo unspecified) | -2.2 | -1 | -7 | -1.2 | 11 | -3 | -10 | 0 | -0.8 | 7 | -1.8
COc1ccc2cc(-c3[nH]ncc3CN3CCCC3c3nonc3C)ccc2c1 (stereo unspecified) | -2.1 | -3 | 0 | 0.6 | -2 | 11 | -7 | -18 | 2.9 | -12 | 0.3
CN(C(=O)COC(=O)c1n[nH]c2ccccc12)C1CCS(=O)(=O)C1 (stereo unspecified) | -1.1 | 10 | -9 | -1.7 | 2 | 1 | 0 | -14 | 3.2 | x | -0.5
COCCn1c(=O)c2c(nc3n2CCCN3Cc2ccccc2)n(C)c1=O | 2.4 | -4 | 4 | -0.2 | 8 | -6 | 5 | -3 | 2.4 | -18 | -1.6
O=C(/C=C/c1cc(Br)ccc1F)Nc1cccnc1 | -1.4 | 2 | 0 | 0.8 | -32 | 2 | 2 | -2 | 1.5 | 12 | 5.2
CC(C)CC1C(C#N)=C(N)SC(N)=C1C#N | 2.5 | 4 | 14 | 0.5 | 9 | -3 | -2 | 25 | 0.6 | -6 | -1.9
CCn1c(=S)sc2c(=O)n(CC(=O)Nc3ccccc3)c(C)nc21 | -0.6 | -14 | -1 | -1.8 | -14 | 3 | -6 | 8 | 3.6 | -2 | 2.5
COc1ccccc1NS(=O)(=O)c1ccc(C(=O)N2CCCC(C)C2)cc1 (stereo unspecified) | 3.1 | -6 | -20 | 2.0 | 4 | -12 | 6 | 4 | 0.7 | -1 | -0.7
COc1ccc(N2CCN(Cc3nnc(-c4ccccc4)o3)CC2)cc1 | 5.7 | 5 | 2 | -5.1 | 5 | 7 | -12 | -35 | 2.5 | 43 | -1.0
COc1ccc(-c2cc(C(=O)N3CCCCCC3)c3ccccc3n2)c(OC)c1 | -0.1 | -7 | 0 | -1.5 | 20 | 3 | 4 | 9 | 3.7 | 9 | -3.7
CC(=O)NC(Cc1cccc(F)c1)C(=O)NC1CCN(c2nnnn2-c2ccccc2)CC1 (stereo unspecified) | 2.9 | -2 | 9 | 1.7 | 2 | 1 | -2 | 0 | 2.3 | -8 | -0.3
COc1ccc(NCc2cccnc2)cc1 | 0.3 | -18 | -2 | -1.2 | -7 | -12 | -8 | 6 | 1.2 | -10 | 1.5
C[C@H]1CN([C@@H](C)CO)C(=O)c2cccc(NC(=O)C3CC3)c2O[C@H]1CN(C)C(=O)Nc1ccc2c(c1)OCO2 | 3.9 | 9 | 10 | 0.1 | 3 | -6 | -5 | -15 | -0.4 | -14 | -0.6
Cc1cc(C)cc(C(=O)N(Cc2ccco2)c2c(N)n(Cc3ccccc3)c(=O)[nH]c2=O)c1 | -0.2 | 1 | 20 | -1.7 | 5 | 3 | -5 | x | 1.1 | 1 | -1.2
CCOC(=O)N1CCN(C(=O)c2cc3c(ccc4ccccc43)oc2=O)CC1 | -2.0 | 1 | -5 | -0.2 | 14 | -16 | 4 | -17 | -1.3 | -2 | -2.6
Cc1c(Br)c([N+](=O)[O-])nn1CC(=O)Nc1sc2c(c1C(=O)OC(C)C)CCCC2 | 2.2 | -10 | -28 | 0.4 | 0 | 13 | -4 | -34 | 3.1 | -21 | 0.0
Cn1cnc([N+](=O)[O-])c1NC(C)(C)C | 1.4 | -8 | -4 | -1.6 | 21 | -2 | -4 | -1 | 1.6 | -26 | -5.1
